PLCg1 inh = PLC-gamma1 (human) inhibition, primary screen; P19174; purified PLC-gamma1, fluorogenic substrate, fluorescence; inhibition, % at 12.2 µM; actives 0.84% (n = 370,000); AID 720700; in the data active = inhibition above about 9.5%
DAX1 inh-1 = inhibits human nuclear receptor DAX1 | inhibition, % at 6.75 µM | HEK293 Gal4-DAX1 luciferase reporter, luminescence | actives 0.99% (n = 340,000) | AID 504766;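 active = inhibition above the mean over all tested compounds plus 3 SD, cut at about 4.2% in these data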;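 note: 0% = DAX1-transfected cells with DMSO and 100% = empty-vector control cells with DMSO; inhibition shows as a rise in luminescence from relieved DAX1 repression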
ssDAF-12 act = S. stercoralis DAF-12 activation, primary screen | activation, % at 6.8 µM | HEK293 ssDAF-12/GRIP1 lit1-tk-luc reporter, luminescence; % of 3 µM dafachronic acid response | AID 652126 | actives 1% (n = 370,000);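 active = activation above the mean over all tested compounds plus 3 SD, cut at about 0.9% in these data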;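 note: 0% = DMSO-only wells and 100% = 3 µM delta7-dafachronic acid wells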
DAX1 inh-2 = blocks DAX1 repression of SF-1 activated StAR promoter | inhibition, % at 6.8 µM | AID 652010 | HEK293T StAR-luciferase reporter, SF-1/DAX-1 repression relief | actives 1.1% (n = 370,000);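 active = inhibition above the mean over all tested compounds plus 3 SD, cut at about 3.6% in these data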;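 note: 0% = DAX-1 cells with DMSO and 100% = cells lacking DAX-1 with DMSO; higher inhibition means more luminescence from relief of DAX-1 repression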
ADAM17 inh = inhibits human ADAM17; P78536; recombinant ADAM17, EDANS/DABCYL FRET peptide cleavage; inhibition, % at 6.95 µM; actives 0.83% (n = 370,000); AID 720648;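 active = inhibition above the mean of compounds lying between control limits plus 3 SD, set per campaign, cut at about 8.5% in these data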;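 note: 0% = DMSO-only wells as the low control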
hcDAF-12 act = H. contortus DAF-12 activation, primary screen; actives 1.4% (n = 370,000); HEK293 hcDAF-12 lit1-tk-luc reporter, luminescence; 0% DMSO, 100% Δ7-dafachronic acid; AID 652067; activation, % at 6.8 µM;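 active = activation above the mean of all tested compounds plus 3 SD, cut at about 5.5% in these data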;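 note: 100% = response to 3 µM Δ7-dafachronic acid high control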
sPLA2-III inh = Inhibits HGIII-sPLA2 liposome hydrolysis, primary screen; QFRET BODIPY PC-A2 liposome hydrolysis, fluorescence; inhibition, % at 12.2 µM; actives 0.56% (n = 370,000); Q9NZ20;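 active = inhibition above mean plus 3 SD of compounds lying within the high and low control bounds, cut at about 19% in these data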;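 note: 0% = median of test compound wells and 100% = no enzyme DMSO wells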
Target sequence (Q9NZ20 whole entry, looked up): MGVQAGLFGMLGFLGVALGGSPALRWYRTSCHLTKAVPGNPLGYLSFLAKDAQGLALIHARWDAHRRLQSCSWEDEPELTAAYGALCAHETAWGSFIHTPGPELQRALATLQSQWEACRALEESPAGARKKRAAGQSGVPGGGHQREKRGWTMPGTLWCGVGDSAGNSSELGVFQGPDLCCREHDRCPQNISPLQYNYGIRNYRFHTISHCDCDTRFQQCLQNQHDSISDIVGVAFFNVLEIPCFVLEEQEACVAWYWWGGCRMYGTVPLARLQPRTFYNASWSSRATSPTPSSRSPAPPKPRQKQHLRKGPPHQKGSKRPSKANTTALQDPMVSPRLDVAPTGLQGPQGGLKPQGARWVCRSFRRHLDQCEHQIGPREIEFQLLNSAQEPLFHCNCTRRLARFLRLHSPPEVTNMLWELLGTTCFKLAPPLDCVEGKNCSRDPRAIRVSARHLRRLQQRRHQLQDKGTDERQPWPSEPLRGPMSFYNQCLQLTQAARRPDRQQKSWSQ
hgDAF-12 ag = activates the H. glycines DAF-12 receptor ligand-binding domain; HEK293 GAL4-hgDAF12 UAS-luciferase reporter, agonist luminescence; normalized to butyrate control; activation, % at 6.8 µM; AID 687014; actives 1.8% (n = 370,000);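 active = activation above a cutoff set at the mean of all screened compounds plus 3 SD, cut at about 10% in these data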;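 note: 0% = DMSO wells and 100% = sodium butyrate wells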
PLCb3 inh = blocks human PLC-beta3 enzyme activity; actives 0.18% (n = 370,000); inhibition, % at 12.2 µM; Q01970; Purified PLC-beta3, fluorogenic substrate, fluorescence; in the data active = inhibition above about 11%;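 note: 0% = median of compound wells on plate and 100% = full blocker control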
ADAM10 inh = inhibits human ADAM10. recombinant ADAM10, EDANS/DABCYL FRET peptide cleavage, 3 h. inhibition, % at 7 µM. actives 0.62% (n = 370,000);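 active = inhibition above a per-campaign cutoff equal to the mean of compounds falling between control-based bounds plus 3 SD, cut at about 20% in these data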;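 note: 0% = DMSO wells while the 100% control is not disclosed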
Target sequence (O14672 214-748 limits assumed): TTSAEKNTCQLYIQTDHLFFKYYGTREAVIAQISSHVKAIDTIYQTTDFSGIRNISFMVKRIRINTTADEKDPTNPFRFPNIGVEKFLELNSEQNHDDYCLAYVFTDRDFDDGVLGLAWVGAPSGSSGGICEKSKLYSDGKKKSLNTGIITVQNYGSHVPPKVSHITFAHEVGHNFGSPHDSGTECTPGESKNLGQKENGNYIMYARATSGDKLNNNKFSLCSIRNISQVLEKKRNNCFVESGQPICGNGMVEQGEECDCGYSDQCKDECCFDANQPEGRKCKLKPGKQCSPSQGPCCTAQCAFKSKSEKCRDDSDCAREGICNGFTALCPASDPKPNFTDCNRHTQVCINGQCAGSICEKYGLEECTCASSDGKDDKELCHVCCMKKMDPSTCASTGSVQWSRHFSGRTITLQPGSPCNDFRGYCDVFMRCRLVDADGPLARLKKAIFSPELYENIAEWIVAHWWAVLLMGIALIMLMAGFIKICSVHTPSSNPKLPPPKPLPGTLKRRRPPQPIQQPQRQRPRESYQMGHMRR
GAA850 FXN act = frataxin GAA850 promoter activation | actives 0.56% (n = 360,000) | HEK293 lucGAA850 FXN promoter luciferase reporter, 24 h; percent of 10 µM SAHA response | activation, % at 6 µM | AID 540364;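 active = activation above the average of all compounds screened plus 3 SD, cutoff fixed separately per campaign, cut at about 7.5% in these data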;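 note: 0% = DMSO wells and 100% = 10 µM SAHA wells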
Active calls of the source: *; / = no result given; & = joins results of further samples.

A first look, two compounds:
smiles,PLCg1 inh,DAX1 inh-1,ssDAF-12 act,DAX1 inh-2,ADAM17 inh,hcDAF-12 act,sPLA2-III inh,hgDAF-12 ag,PLCb3 inh,ADAM10 inh,GAA850 FXN act
N#CC(=Cc1ccc(-c2ccccc2)cc1)C(=O)c1ccccc1,-25,/,-0.1,-2.9,-14,1.6,-4,2.8,-40,-25,/
CCOC(=O)Cn1c(-c2ccccn2)nc2ccccc21,-12,0.0,-0.7,-0.6,-14,-2.2,1,2.5,-9,-41,3.4

Results, from the start:
smiles,PLCg1 inh,DAX1 inh-1,ssDAF-12 act,DAX1 inh-2,ADAM17 inh,hcDAF-12 act,sPLA2-III inh,hgDAF-12 ag,PLCb3 inh,ADAM10 inh,GAA850 FXN act
N#CC(=Cc1ccc(-c2ccccc2)cc1)C(=O)c1ccccc1,-25,/,-0.1,-2.9,-14,1.6,-4,2.8,-40,-25,/
CCOC(=O)Cn1c(-c2ccccn2)nc2ccccc21,-12,0.0,-0.7,-0.6,-14,-2.2,1,2.5,-9,-41,3.4
COc1ccc(C2CC(=O)c3c(O)cc(O)cc3O2)c(CC=C(C)C)c1OC (configuration not stated),-1,3.2,-1.4,0.9,14*,-1.6,-14,-1.9,0,17,0.1
OCc1ccccc1N=Cc1cccnc1,-1,1.0,-0.6,-0.5,-4,0.5,3,-0.8,-5,-4,2.6
CC(C)C(=O)Nc1cc(S(=O)(=O)N2CCOCC2)ccc1N1CCCCC1,-6,2.1,-0.9,-0.8,-2,-0.8,9,-2.7,-8,-17,0.3
O=C(c1cc(-c2ccccc2)on1)N1CCN(c2ccccc2)CC1,5,0.8,-0.7,0.2,-6,-1.1,4,-0.1,-2,1,0.0
O=C(Nc1ccccc1)NC1(C(=O)N2CCN(C(=O)c3ccco3)CC2)CCCCC1,-13,2.0,-1.2,0.1,0,-0.1,1,0.3,-2,5,-0.1
COc1ccc(-c2csc(NC(=O)c3cc(C)on3)c2C#N)cc1OC,6,0.2,-1.0,-0.1,-2,0.6,11,5.0,0,-4,0.8
COc1ccc2cc(C(N)=O)c(=Nc3ccc(C)cc3)oc2c1,-35,2.6,-0.4,0.1,-172,-0.6,-4,6.4,-38,-462,-2.2
CN1C2=N[C@@H](c3ccc4ccccc4c3)CC(=O)N2/C(=C\c2ccccc2)[C@H]1c1ccccc1,-16,/,-1.5,/,-4,-1.8,3,1.2,-22,-11,/
O=C1NC(=Nc2ccccc2)/C(=C/c2ccco2)S1,-22,-1.7,-0.7,-0.6,-4,-1.0,-3,-3.5,-24,-17,-0.1
CCNC(=S)N1CCN(CCN=CC2=C(O)CC(C)(C)CC2=O)CC1,3,-1.4,-1.6,0.3,-4,0.2,0,1.2,-3,-1,-1.8
CCOC(=O)C1CCCN(S(=O)(=O)c2cc(Br)cc3c2N(C(C)=O)CC3)C1 (configuration not stated),2,0.0,-1.2,-0.2,0,-0.3,6,-2.1,-3,2,2.6
COc1cc2ncnc(Nc3ccc(F)c(Cl)c3)c2cc1OCCCN1CCOCC1,-183,/,-1.8,-0.6,-7,-4.4,-14,5.8,-260,-20,/
Cc1ccc(S(=O)(=O)C2(C(=O)Nc3nccs3)CC2)cc1,2,1.0,-0.8,-0.5,0,3.7,-5,-0.3,2,0,0.0
O=C(O)CNS(=O)(=O)c1ccc2[nH]c(=O)c(=O)[nH]c2c1,-26,0.3,-1.4,-0.3,-31,-1.5,0,-0.3,-43,-91,0.1
Cc1cccc(-c2c3c(=O)n(C)c(=O)n(C)c3cn2CC2CCCO2)c1 (configuration not stated),7,0.1,-1.5,0.3,0,0.9,-7,-0.6,5,5,0.0
Cc1cc(C(=O)Nc2ccc(Cl)cc2)on1,5,1.5,-0.8,0.0,0,-1.2,0,-0.2,-3,2,1.9
Oc1ccc(N2CCN(c3nnnn3-c3ccccc3)CC2)cc1,-1,-1.5,-2.1,-2.1,-4,-0.5,-1,-4.5,-2,-3,0.6
O=C1NN(c2ccccc2)C(=O)/C1=C\c1coc2ccc(O)cc2c1=O,-13,0.8,0.0,0.3,-5,3.4,-7,9.6,-39,-16,0.9
CNC(=O)C1CC(=O)N(c2ccc(OCC(=O)NCc3ccccc3)cc2)C1 (configuration not stated),2,-0.9,-1.4,0.0,2,-2.3,-2,-1.8,0,3,0.0
CCOc1cc(/C=N/NC(=O)c2ccccc2OCc2ccc(F)cc2)ccc1O,-77,-1.4,-2.0,-2.2,0,-3.9,0,-2.6,-99,-19,-2.8
N#C/C(=N\Nc1ccc([N+](=O)[O-])cc1)C(=N)N1CCOCC1,0,3.6,-0.4,0.2,-1,-0.1,-7,4.0,-7,6,3.4
COc1cccc(-n2cnc3sc(-c4ccccc4)cc3c2=O)c1,-1,0.8,-1.6,0.7,-5,-1.3,13,1.9,-7,-2,1.3
O=C(OCC1CC(c2ccccn2)=NO1)c1ccc(Br)cc1 (configuration not stated),-1,0.3,-0.9,0.3,0,-2.0,-3,0.2,-4,2,2.8
Cc1onc(-c2c(F)cccc2Cl)c1C(=O)Nc1sc2c(c1C#N)CCC(C(C)(C)C)C2 (configuration not stated),-5,-1.4,-1.1,0.4,-2,-0.4,-1,-1.6,-3,-4,-0.2
CCOC(=O)C1(C)NC(c2ccc(N(C)C)cc2)C2C(=O)N(c3ccc(OC)cc3)C(=O)C21 (configuration not stated),2,0.9,-0.6,-0.3,-1,-1.9,2,-0.5,0,-5,-2.1
Cc1c(C(=O)Nc2ccccc2)c2ccc(C(F)(F)F)cc2n1O,-82,/,-1.9,-0.5,1,-1.9,-46,-0.6,-118,3,-0.3
O=C(CNC(=O)c1ccccc1F)NCCCN1CCCC1=O,0,-0.6,-0.9,-1.1,-3,-0.5,8,-0.8,-9,-8,0.6
O=C(Nc1ccccn1)NC1CCCCC1,1,0.1,-1.1,0.3,-4,0.0,-5,0.2,2,-3,-0.1
CCOc1ccc(-c2noc(COC)n2)cc1OC,0,0.1,4.0*,0.7,-4,-0.4,-2,2.0,3,-6,5.6
CC(c1ccccc1C(O)(c1ccccc1)c1ccccc1)N(C)C (configuration not stated),3,-0.7,-0.3,-0.3,0,-1.1,0,-2.1,2,4,-2.7
CN(C)C1=NCC(CSC(=N)N)S1 (configuration not stated),2,0.1,-0.5,0.2,-1,-0.8,5,0.8,-5,1,4.5
c1ccc(-c2nc(CSc3n[nH]c(-c4cccs4)n3)cs2)cc1,2,0.2,-0.8,-0.2,0,-0.7,-12,0.9,3,-2,1.2
O=C(COc1ccccc1Cl)NCCCNC(=O)c1cccnc1,-2,-1.0,-0.8,-1.3,-3,-0.6,17,-4.3,-5,-3,2.0
Cn1cnnc1SCC(=O)Nc1ccccc1C(=O)NC1CCCC1,2,0.7,-0.4,0.1,1,-1.2,0,1.2,3,3,-3.1
COc1ccc(NC(=O)c2ccc(CNc3c(NC4CCCCC4)c(=O)c3=O)cc2)cc1OC,0&-2,2.7&2.7,-1.0&-1.2,-0.5&0.0,4&-2,-0.9&-2.4,-25&-4,1.4&-2.9,0&-1,2&-14,-1.4&0.0
CN(C)S(=O)(=O)c1cccc(NC(=O)c2cc(-c3cccs3)nn2-c2ccccc2)c1,-1,-1.4,-1.8,-0.3,5,-1.6,-1,0.2,-1,5,-0.6
N#Cc1ccc(N/N=C/c2ccccc2)c([N+](=O)[O-])c1,4,-0.1,-1.3,-1.4,-3,2.4,5,-2.9,-3,1,0.2
CC(C)CC1=NC(C(F)(F)F)(C(F)(F)F)c2c(n(CC(C)C)c(=O)[nH]c2=O)N1,-4,0.4,-1.2,0.1,-3,0.0,2,-6.1,-3,-3,1.5
COc1ccc([C@H]2CC(=O)C[C@@H](CCn3cc(-c4ccc(F)cc4)nn3)O2)cc1,5,/,-1.0,0.4,2,1.3,5,-0.9,2,6,/
O=C(Nc1nnc(C2=COCCO2)o1)c1cccc([N+](=O)[O-])c1,-1,0.1,-0.8,0.3,-2,1.8,9,-2.7,-6,2,1.5
COc1ccc2c(c1)-c1ccccc1S(=O)(=O)N(C)C2,2,-0.4,-0.6,-0.9,0,0.1,1,-2.8,6,8,0.0
Cc1c(C(=O)OCC(=O)NCCc2ccc(S(N)(=O)=O)cc2)oc2ccccc12,0,0.0,-0.8,-1.2,-4,-1.6,-3,-0.2,-5,-8,0.9
CCn1c(SCC(=O)Nc2ccc(C(C)=O)cc2)nc2ccccc21,-2,0.5,-1.5,-0.8,-5,0.6,-12,4.2,-2,3,2.6
Cc1ccc(S(=O)(=O)N(CC(=O)N2CCC(C(N)=O)CC2)Cc2ccc(F)cc2)cc1,0,0.1,-0.9,0.6,-1,-1.0,-3,-1.2,-1,6,2.5
CN(C)c1cc[n+](CC(=O)Nc2ccc(Oc3ccccc3)cc2)cc1,3,0.2,-1.4,-1.7,-3,-1.7,-2,-4.8,0,0,-2.5
O=C(Nc1ncc2c(n1)-c1ccccc1CC2)c1cccs1,-2,-0.2,-0.2,-0.2,-9,4.3,8,0.0,-4,-23,1.2
O=C(CC(c1ccccc1)c1cc(Cl)ccc1O)N1CCOCC1 (configuration not stated),2,-0.8,-1.0,-0.7,1,0.3,-8,-1.1,2,2,-1.6
CCCN1C(=O)C(O)(CC(=O)c2cccc(OC)c2)c2ccccc21 (configuration not stated),3,-0.7,-1.1,-0.6,-2,-0.1,10,2.2,3,10,-1.4
CCOC(=O)c1c(-c2ccccc2)oc2cc(Br)c(O)c(C=O)c12,-9,0.5,-0.8,-0.2,-2,-0.6,2,-2.2,-21,3,-2.9
COc1ccc(N2CCN(C(=O)CCn3nnc4ccccc43)CC2)cc1,-1,1.2,-0.9,-0.2,-2,-3.2,5,-0.4,1,0,-0.8
COc1ccccc1C(=O)Nc1ccon1,0,-0.3,-1.3,-0.7,-4,-1.0,1,-1.5,2,-6,3.5
O=C(COC(=O)c1ccccc1Nc1cccc(C(F)(F)F)c1)NCc1ccco1,-38,-2.7,0.2,0.0,1,-1.4,-3,-1.2,-51,-3,-0.1
O=C(O)c1cccc(-n2c(-c3cnccn3)n[nH]c2=S)c1,6,-0.5,-1.2,-0.3,0,-1.2,6,-3.7,4,6,1.5
COc1ccc(NC(=O)CN(C)CC(=O)N2CC(=O)Nc3ccccc32)cc1,-3,-0.2,-0.5,0.9,-2,-0.1,4,2.2,-6,-7,0.9
O=C(c1ccccc1)c1ccc(-n2cnnc2)c([N+](=O)[O-])c1,-1,-0.7,-1.3,-0.9,-2,0.3,-1,0.0,1,-7,-0.8
O=C(CNS(=O)(=O)c1cccc2nsnc12)NCCc1ccccc1,3,0.8,-1.4,0.5,4,2.0,2,-2.2,-3,-2,1.5

Screens from PubChem.
